# Compound activity (PubChem BioAssay)
# AT treatment: qHTS Assay for Identifying a Potential Treatment of Ataxia-Telangiectasia; […] A-T fibroblasts, KAP-1 phosphorylation AlphaLISA; neocarzinostatin DNA damage 30 min before lysis; Potency, µM (top dose mostly 57.5 µM), for the others: top-dose activation, actives largely listed as activators; hit rate 0.19% among 320,000; also: potency is read from the fitted curve at half-maximal effect; % of control where 0% means no effect; nearly all actives have a fitted effect of over 45% in size
#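 hTERT-immortalized A-T patient fibroblasts ([…]), 500 cells/well in OPTI-MEM, 1% FBS, got compounds for 60 min, then NCS for 30 min at 37C. Lysates were then assayed for phospho-KAP-1 by AlphaLISA (anti-pKAP1 donor, anti-KAP1 acceptor beads), 6 hr at 25C.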
# BRCA1 expr up: qHTS Assay to Identify Small Molecule Activators of BRCA1 Expression | Potency, µM (highest dose often 46.1 µM), for the others: at the highest dose activation, usual class: activators | MCF7-BRCA1-FFLuc reporter, luminescence, 48 h; response scale: scaled: vehicle 0%, 10 µM genistein 100% | hit rate 1.1% among 380,000 | AID 624202, 2012; also: potency is read from the fitted curve at half-maximal effect; nearly all actives have a fitted effect of over 80% in size; some results filed as inactive show a strong effect at the top dose
#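 MCF7 cells carrying a BRCA1-firefly luciferase reporter (2000 cells/well, phenol-red free MEM) were attached for 2 h at 37 °C, then given compounds for 48 h. Luminescence was read 15 min after luciferase reagent; activity normalized to genistein (10 microM) and DMSO.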
# TCR activator: Activators of T cell receptors: qHTS campaign; AID 504894, 2011; primary human leukocytes, anti-CD3, IL-2 HTRF, 48 h; 330,000 tested, under 10 active; Potency, µM (series often up to 9.22 µM), for the others: at the highest dose activation of IL-2 secretion, most hits filed as activators; also: % of control where 0% means no effect
#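 Compounds are tested in HTS on primary human leukocytes co-incubated with a-CD3 beads for 48 hr. IL-2 output is measured by time-resolved FRET.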
# a7 integrin act: qHTS for Activators of Integrin-Mediated Alleviation for Muscular Dystrophy; hit rate 0.064% among 350,000; Potency, µM (doses to about 38.3 µM), inactives show at the highest dose activation, most hits filed as activators; alpha7betagal myoblasts, beta-gal FDG fluorescence, 48 h; AID 624291, 2012;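 also: potency is read from the fitted curve at half-maximal effect; 100% = response of the positive control SU9516; nearly all actives have a fitted effect of over 60% in size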
#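 alpha7betagal+/- myoblasts (passage 13, 250/well) treated 48 h at 37C with compounds at 1:260 dilution of DMSO stock. Lysed, then beta-galactosidase activity read as FDG fluorescence (ex 480/em 540) after 30 min, with pre-read for autofluorescence.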
# TRPV1 agonist: HTS Assay for Compounds that Act as Agonists of the Vanilloid Receptor 1; Transient receptor potential cation channel subfamily V member 1 (Homo sapiens), Q8NER1; TRPV1-expressing cells, Fluo-8 calcium influx, agonist mode; AID 540275, 2011; activation, % at 8.33 µM; hit rate 0.19% among 320,000; in the data active = activation above about 80%; inconclusive = between about 30% and that limit; also: 0% is about no effect
#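 Fluo-8 calcium influx in TRPV1-expressing cells, kinetic read (ex 480/em 520 nm). Compound added and read 3 min for agonist activity, followed by capsaicin at EC20 final and 2 min further read for enhancement.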
# MLL CXXC-DNA inh: qHTS Fluorescence Polarization Assay for Inhibitors of MLL CXXC domain - DNA interaction. Histone-lysine N-methyltransferase 2A (Homo sapiens), Q03164. MLL-CXXC / FITC-HOXA9 DNA fluorescence polarization. Potency, µM (top dose mostly 115 µM), without a hit: at the top dose activity change, negative = inhibition, usual class: inhibitors. hit rate 0.037% among 290,000; active = well fitted inhibition curve with a large enough effect in the polarisation, with a control signal flat, not every such curve was filed as active; inconclusive = small, poorly fitted or top-dose-only effect, or effect the other way, or a change in a side signal; inactive = no such curve, though single readings can be large or run the other way; the % refers to the polarisation; also: potency is read from the fitted curve at half-maximal effect
#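 Steps: dispense CXXC domain solution (7 uM) → pin compounds or unlabeled HOX-A9 DNA control → 5 min ambient → add FLSN-HOX-A9 solution (50 nM) → spin → 30 min ambient → fluorescence polarization. Tris pH 7.5/NaCl/DTT/BSA buffer.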
# PTAP TSG101 blk: qHTS Assay for Iinhibitors of HIV-1 Budding by Blocking the Interaction of PTAP/TSG101; Tumor susceptibility gene 101 protein (Homo sapiens), Q99816; Fluorescence polarization, FITC-PTAP peptide / Tsg101 binding; Potency, µM (doses to about 115 µM), without a hit: at the highest dose activity change, negative = inhibition, most hits filed as inhibitors; 340,000 tested, under 10 active; active = well fitted inhibition curve with a large enough effect in the main read-out, with a control signal flat, not every such curve was filed as active; inconclusive = small, poorly fitted or top-dose-only effect, or effect the other way, or a change in a side signal; inactive = no such curve, though single readings can be large or run the other way; also: potency is read from the fitted curve at half-maximal effect; % of control where 0% means no effect
# Target sequence (Q99816 whole entry, looked up): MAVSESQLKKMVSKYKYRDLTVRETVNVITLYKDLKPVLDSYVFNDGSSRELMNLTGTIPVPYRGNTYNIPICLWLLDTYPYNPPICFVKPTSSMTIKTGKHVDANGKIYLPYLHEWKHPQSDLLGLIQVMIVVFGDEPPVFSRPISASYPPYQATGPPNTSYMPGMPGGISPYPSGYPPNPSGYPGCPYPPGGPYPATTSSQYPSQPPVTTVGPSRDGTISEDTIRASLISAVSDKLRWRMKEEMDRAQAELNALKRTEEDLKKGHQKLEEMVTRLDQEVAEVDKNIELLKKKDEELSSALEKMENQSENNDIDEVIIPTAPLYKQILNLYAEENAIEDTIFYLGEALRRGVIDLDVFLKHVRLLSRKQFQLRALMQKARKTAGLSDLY
#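 Tsg101 binding domain (10 uM final) was mixed with compound and a FITC-labeled PTAP peptide (50 nM final) in HEPES pH 7.5 buffer with NaCl, Tween 20, EDTA and TCEP; fluorescence polarization was read after 20 min at r.t.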
# ELG1 DNA repair: qHTS screen for small molecules that inhibit ELG1-dependent DNA repair in human embryonic kidney (HEK293T) cells expressing luciferase-tagged ELG1; Potency, µM (series often up to 46.1 µM), without a hit: top-dose activity change, negative = inhibition, hits mostly inhibitors; hit rate 2.3% among 330,000; HEK293T ELG1-luciferase reporter, luminescence, 16 h; DNA damage induced by 5-fluorouridine; also: potency is read from the fitted curve at half-maximal effect; % is scaled to controls: 0 for no effect and ±100 for the full control effect; nearly all actives have a fitted effect of over 55% in size
#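 Quantitative HTS, concentration-response format. 2,000 cells/well co-treated with 5-fluorouridine and compound, 16 hr in 5% CO2 at 37 °C; ONE-Glo luminescence read after 30 min.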
# p53 reactivator: qHTS assay for re-activators of p53 using a Luc reporter. H1299 p53-A138V BP100-luciferase reporter, luminescence, 24 h. Potency, µM (top dose mostly 92.2 µM), for the others: top-dose activity change, positive = activation, most hits filed as activators. hit rate 0.063% among 320,000; also: potency is read from the fitted curve at half-maximal effect; % of control where 0% means no effect; nearly all actives have a fitted effect of over 45% in size
#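 p53-null H1299 cells stably carrying temperature-sensitive p53-A138V and a BP100-luciferase reporter were pinned with compounds (4-point, 1:5 series) and held 24 hrs at 37 deg C. Luminescence was read 10 min after detection reagent.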
# B2AR arrestin: qHTS assay of beta-arrestin-biased ligands of beta2-adrenergic receptor; AID 492947, 2010; Potency, µM (doses to about 46.1 µM), inactives show at the highest dose activation, actives largely listed as activators; beta-arrestin recruitment to beta2AR, cell-based reporter; hit rate 0.02% among 330,000;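 also: potency is read from the fitted curve at half-maximal effect; 0% = DMSO controls and full agonism = EC100 isoproterenol or metaproterenol; nearly all actives have a fitted effect of over 65% in size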
# Target sequence (P07550 whole entry, looked up): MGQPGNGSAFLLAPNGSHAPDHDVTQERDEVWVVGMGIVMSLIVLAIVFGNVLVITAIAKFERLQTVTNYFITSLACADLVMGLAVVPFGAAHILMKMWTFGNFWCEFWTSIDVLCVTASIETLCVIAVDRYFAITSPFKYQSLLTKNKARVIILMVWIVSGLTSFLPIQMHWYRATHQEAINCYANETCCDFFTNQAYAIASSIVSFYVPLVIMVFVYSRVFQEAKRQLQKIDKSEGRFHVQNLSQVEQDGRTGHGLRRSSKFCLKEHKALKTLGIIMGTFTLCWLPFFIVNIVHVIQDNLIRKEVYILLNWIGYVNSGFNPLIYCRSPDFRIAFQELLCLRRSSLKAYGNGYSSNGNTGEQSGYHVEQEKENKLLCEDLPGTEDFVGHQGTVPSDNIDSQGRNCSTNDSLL
# Numbers without * were called inactive; u = inconclusive; x = no result given; & = joins results of further samples; [ ] = another dose, or the depositor's remark. Unless noted, calls follow the shape of the dose curve; as a rule, active = well fitted curve in the direction sought with a large enough effect; inconclusive = small, poorly fitted or top-dose-only effect, or another doubt; inactive = no such curve, though single readings can be large; an effect the other way counts as inactive or inconclusive.
SMILES,AT treatment,BRCA1 expr up,TCR activator,a7 integrin act,TRPV1 agonist,MLL CXXC-DNA inh,PTAP TSG101 blk,ELG1 DNA repair,p53 reactivator,B2AR arrestin
CCc1ccccc1N1CCN(S(=O)(=O)c2cc(OC)ccc2OC)CC1,0%,-28%,x,13%,3,1%,x,2%,-1%,-0.9%
COc1cc(C(=O)NCCOc2ccc(Cl)cc2)ccc1OCc1c(C)noc1C,1%,-31%,-4%,2%,-3,x,2%,12%,3%,-0.2%
CC(C)C[C@@H](CNCC(=O)[C@H](CC(C)C)NC(=O)c1[nH]cnc1C(=O)N[C@@H](C)CN)NC(=O)c1nc[nH]c1C(=O)N[C@@H](Cc1ccccc1)C(=O)O,x,12%,7%,0%,x,x,-2%,x,x,x
Oc1ccc(Cc2ccc(Cl)cc2)c(O)c1,-1%,-38%,-4%,0%,9,10%,0%,-3%,-6%,-0.5%
O=C(Oc1ccccc1)N1CCOCC1,2%,-4%,1%,-16%,0,2%,-4%,7%,2%,0.2%
CC(=O)Nc1nonc1-c1nc2ccccc2n1Cc1ccccc1,-1%,-57%,5%,38%,x,-6%,-3%,u,-10%,-0.3%
CS(=O)(=O)N(CC(=O)NC1CCCC1)C1CCCCC1,0%,-5%,-4%,20%,1,-20%,0%,0%,0%,-1.1%
Oc1ccc2oc3c(c2c1C=NCc1ccncc1)CCCC3,u,8%,11%,17%,-7,8%,-1%,12%,12%,-0.5%
CC(C)c1ccc2c(c1)C(N1CCN(C)CC1)Cc1cccnc1S2 (stereo not given),x,-23%,2%,-56%[inhibitor],x,x,0%,x,x,x
CC1CN(C(=O)CSc2nnc3c(Cl)cc(Cl)cn23)CC(C)O1 (stereo not given),1%,-10%,-10%,-1%,1,1%,-3%,10%,-5%,-0.2%
O=c1nc2n(c3cc(Cl)c(S(=O)(=O)N4CCOCC4)cc13)CCCCC2,4%,-3%,-11%,2%,-1,1%,0%,u,2%,0.2%
O=C(Nc1ccc2c(c1)OCO2)C1CCCCN1S(=O)(=O)c1ccc(F)cc1 (stereo not given),0%,0%,0%,-5%,27,3%,-1%,-5%,11%,-0.3%
COCCN(C(=O)c1ccc2c(c1)S(=O)(=O)N=C1CCCCCN12)c1c(N)n(CC(C)C)c(=O)[nH]c1=O,x,3%,14%,27%,x,x,-1%,x,x,x
Cc1nn(-c2ccccc2)c2sc(C(=O)NNC(=O)COc3ccccc3)cc12,6%,-67%,10%,-13%,2,5%,-5%,u,u,0.4%
CCCCn1c(N)c(N(CCOC)C(=O)c2ccc(C)c(S(=O)(=O)N3CCCCC3)c2)c(=O)[nH]c1=O,5%,-6%,-12%,5%,-4,x,-5%,-3%,-5%,-0.3%
Cc1ccc(CNC(=O)CN(C(=O)N2CCN(C)CC2)S(=O)(=O)c2ccc(C)cc2)cc1,6%,11%,-4%,11%,-1,x,-2%,-4%,-3%,0.5%
Cc1ccc(CNC(=O)C(=O)NCC2OCCCN2S(=O)(=O)c2cccs2)cc1 (stereo not given),19%,-18%,-5%,-32%,-1,10%,x,2%,-8%,-0.3%
COc1ccc(-n2nc(C(=O)NCC(=O)NCCc3ccc(OC)c(OC)c3)c3ccccc3c2=O)cc1Cl,4%,-24%,-1%,11%,3,6%,2%,6.5µM*,-3%,-1.0%
Cc1cc(C)n2nc3nc(N4CCCCC4)nc(-c4ccco4)c3c2n1,17%,-15%,6%,1%,-5,-17%,-6%,u,2%,-0.3%
COc1ccc(OCc2cc(C(=O)NCC3CCOCC3)no2)c(Cl)c1,10%,u,4%,22%,13,-2%,-2%,u,u,-0.9%
COc1ccc(CN2CCOCC2)cc1,x,0%,1%,-6%,-1,8%,-8%,0%,-1%,-0.1%
COc1ccc(C(=O)NCCSCc2ccccc2C)cc1,-3%,16%,-1%,8%,u,-8%,-3%,4%,-1%,-1.1%
CCOC(=O)C(=Cc1ccc(Br)cc1)C(=O)OCC,20%,-93%,6%,-63%[inhibitor],u,-7%,-13%,u,-17%,-0.7%
Cc1cccc(-c2nnn(CC/C(N)=N/O)n2)c1,0%,u,-1%,2%,6,13%,-7%,u,u,0.3%
CC1CC(C)CN(C(=O)C2CCN(S(=O)(=O)c3cccs3)CC2)C1 (stereo not given),4%,33%,1%,2%,2,5%,0%,8%,5%,0.5%
Cc1ccc(C(=O)NCCc2cccs2)cc1,2%,u,-1%,16%,u,10%,0%,u,-11%,-0.2%
CN1CCN(c2nc3ccccc3nc2C(C#N)C(=O)OC2CCCCC2)CC1 (stereo not given),5%,1%,1%,-31%[inhibitor],-1,-3%,-4%,u,15%,-0.7%
O=C(CCn1c(=O)oc2ccccc21)NCCCN1CCCC1=O,-3%,-1%,0%,-4%,2,-2%,-3%,-2%,0%,0.1%
COc1ccc(N2CCN(C(=O)CCCSc3nc4ccccc4[nH]3)CC2)cc1,x,-8%,-3%,-7%,6,-6%,-4%,23µM*,-1%,0.0%
CCS(=O)(=O)NC(C)C(c1cccs1)N1CCN(c2ccc(OC)cc2)CC1 (stereo not given),-2%,-4%,-4%,-5%,-1,7%,0%,u,5%,5.3%
COc1ccc(/C(C)=N/NC(=O)CNC(=O)/C=C/c2ccccc2OC)cc1,-16%,-25%,1%,0%,9,27%,-1%,-2%,-3%,0.0%
Cc1cc(=O)n(C(C)Cc2ccccc2)n1C(C)Cc1ccccc1 (stereo not given),x,-1%,5%,33%,x,x,-4%,x,x,x
CCCn1c(=O)c(Cc2ccccc2)c(O)c2ccccc21,15%,-10%,-6%,0%,-2,-5%,-2%,0%,-2%,0.2%
Cc1ccc(NC(=O)c2ccc(CSc3nnc(-c4ccncc4)n3C)cc2)c(C)c1,14%,-6%,4%,-6%,x,-6%,-12%,-10%,-3%,-0.3%
CC1CCCC(NC(=O)COC(=O)c2n[nH]c3ccccc23)C1C (stereo not given),-6%,-20%,x,8%,x,x,90%[activator],u,-5%,0.3%
O=C(CC1SC(=NCCc2ccccc2)N(/N=C/c2cccs2)C1=O)Nc1ccc(Cl)cc1 (stereo not given),5%,-24%,0%[46.1 µM],-42%,-6,19%,2%,11%,u,9.3%
CC(=O)Nc1ccc(S(=O)(=O)NCCS(=O)(=O)N2CCN(c3ccccc3F)CC2)cc1,-2%,7%&-10%,-8%,-22%,0,2%,-8%,-16%,-12%,0.4%
CCc1ccc(N/C(=N/c2nc(C)cc(C)n2)NC(C)=O)cc1,-7%,-11%,1%,-29%,u,-13%,-2%,u,-5%,0.4%
CCc1c(C)nc(SCC(=O)Nc2ccc(Br)cc2)[nH]c1=O,2%,1%,-4%,23%,-2,-16%,-3%,11%,0%,0.5%
CCCCc1nc(C(N)=O)c2[nH]c(=O)n(-c3ccc(OC)cc3OC)c2n1,11%,0%,-2%,-18%,-1,u,2%,u,-6%,0.0%
Cc1ccc(S(=O)(=O)NCCC(=O)Nc2nnc(C3CC3)s2)cc1C,0%,-6%,-23%,8%,4,-4%,0%,-5%,1%,0.3%
COc1ccc(-n2nnnc2SCC(=O)NC2CC2)cc1,5%,9%,3%,-1%,0,x,-1%,10%,3%,-1.1%
Cc1cnc(C(=O)OCC(=O)Nc2ccc(Cl)cc2)cn1,6%,-17%,-3%,29%,1,-9%,0%,-2%,-3%,-2.1%
CCOC(=O)C1CCN(S(=O)(=O)c2ccc(NC(=O)c3ccco3)cc2)CC1,12%,-9%,1%,8%,u,9%,0%,u,-2%,0.4%
Cc1ccc(/C=C/c2nnc(-c3ccccc3)o2)cc1,0%,72%,0%,11%,u,2%,-6%,u,17%,-0.1%
CCn1c(SCc2ccccc2)nc2c(c1=O)SCC2,-1%,0%,x,-19%,2,-4%,-3%,1%,-3%,0.0%

# Two compounds from above, showing only PTAP TSG101 blk:
SMILES | PTAP TSG101 blk
CCOC(=O)C1CCN(S(=O)(=O)c2ccc(NC(=O)c3ccco3)cc2)CC1 | 0%
CC1CCCC(NC(=O)COC(=O)c2n[nH]c3ccccc23)C1C (stereo not given) | 90%[activator]
